# PTK2B oligo ant: Pyk2 (human) oligomerization antagonism; Q293 cells, Pyk2 FERM NanoBiT luminescence; active compounds read low; z-score (the deposit names both 25 µM and 10 µM); 99,000 compounds, 0.83% hits; Q14289; AID 1347419;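 active = Z-score of -3 or lower, scaled per plate to the spread of control and sample wells; inactive = z-score above -3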;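 note: negative z-score means lost luminescence so less FERM oligomerization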
# CYP2C19 inh: blocks human cytochrome P450 2C19 | P33261 | CYP2C19 Supersomes, luciferin-H EGE luminescence, 30 min | inhibition, % at 5 µM | 96,000 compounds, 21% hits | AID 778;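 active = CYP2C19 inhibition above a set limit at 5 µM in the primary screen, cut at about 50% in these data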;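 note: plate controls were negative control wells for no effect and 2.5 mM tranylcypromine positive control for full effect; values of inactives mirror those of a sister screen read the other way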
# Target sequence (P33261 whole entry, looked up): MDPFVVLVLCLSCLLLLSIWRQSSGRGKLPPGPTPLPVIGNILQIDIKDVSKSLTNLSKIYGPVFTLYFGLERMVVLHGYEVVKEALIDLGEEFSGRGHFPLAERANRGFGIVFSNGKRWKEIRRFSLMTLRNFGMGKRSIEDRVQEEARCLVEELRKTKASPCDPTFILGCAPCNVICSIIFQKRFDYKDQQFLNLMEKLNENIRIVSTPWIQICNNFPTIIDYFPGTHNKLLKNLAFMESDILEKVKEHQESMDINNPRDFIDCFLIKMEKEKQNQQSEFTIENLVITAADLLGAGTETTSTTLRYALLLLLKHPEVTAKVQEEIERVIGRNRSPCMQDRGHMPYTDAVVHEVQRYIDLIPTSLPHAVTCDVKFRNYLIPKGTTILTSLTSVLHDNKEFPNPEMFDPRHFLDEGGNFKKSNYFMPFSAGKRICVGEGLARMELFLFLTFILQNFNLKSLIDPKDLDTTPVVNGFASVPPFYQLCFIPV
# CD11b adhes enh: CD11b/CD18-fibrinogen binding enhancement; P05107+P11215; K562 CD11b/CD18 adhesion to fibrinogen, ATPlite luminescence; activation, % at 10 µM; 93,000 compounds, 0.07% hits;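 active = 10 µM primary screen giving 50% or more activity, confirmed by 40% or more on retest at that dose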; note: strong numbers were not always called active; reference of the scale not given here
# Mac1 fbg inh: blocks human CD11b/CD18 adhesion to fibrinogen; K562 CD11b/CD18 adhesion to fibrinogen, ATPlite luminescence; Mn2+ added to activate the integrin; P05107+P11215; 93,000 compounds, 0.54% hits; inhibition, % at 10 µM; AID 1497;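 active = primary inhibition of 50% or more at 10 µM, then 40% or more on retest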; note: some results filed as inactive read as strong as hits
# PLAP act: activates human placental alkaline phosphatase | activation fold at 20 µM | purified PLAP enzyme, luminescent substrate read-out; active compounds read high | P05187 | 96,000 compounds, 1.2% hits; in the data active = activation fold above about 2
# MT1-MMP txn act: activates MT1-MMP transcription; activation factor at 10 µM; 86,000 compounds, 0.16% hits; HT1080 MT1-MMP promoter luciferase reporter, luminescence, overnight; active compounds read high; AID 750;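 active = activation factor of at least 2 for MT1-MMP transcription at 10 µM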
# CYP2C9 act: increases human cytochrome P450 2C9 activity; activation factor at 5 µM; 96,000 compounds, 1.4% hits; P11712; AID 1024; recombinant CYP2C9, luciferin-H conversion, luminescence; active compounds read high; factor 1 = untreated enzyme, 0 = blocked;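 active = activation factor of 2 or more for CYP2C9 at a 5 µM dose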;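 note: 0 = sulfaphenazole-blocked wells and 1 = vehicle-only wells; values of inactives mirror those of a sister screen read the other way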
# Target sequence (P11712 whole entry, looked up): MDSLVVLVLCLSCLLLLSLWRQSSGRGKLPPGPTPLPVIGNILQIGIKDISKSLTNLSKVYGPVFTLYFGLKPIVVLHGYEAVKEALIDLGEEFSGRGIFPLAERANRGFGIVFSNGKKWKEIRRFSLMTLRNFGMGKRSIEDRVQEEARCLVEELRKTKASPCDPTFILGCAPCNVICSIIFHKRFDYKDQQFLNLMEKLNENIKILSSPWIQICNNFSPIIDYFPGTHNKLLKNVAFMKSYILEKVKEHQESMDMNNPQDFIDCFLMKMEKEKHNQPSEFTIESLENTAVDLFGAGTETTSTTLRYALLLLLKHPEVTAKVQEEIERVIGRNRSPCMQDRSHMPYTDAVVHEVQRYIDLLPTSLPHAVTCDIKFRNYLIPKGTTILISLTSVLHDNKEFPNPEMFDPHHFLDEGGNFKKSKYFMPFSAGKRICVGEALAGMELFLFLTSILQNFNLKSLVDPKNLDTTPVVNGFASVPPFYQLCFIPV
# CYP2C9 inhib: blocks human cytochrome P450 2C9; P11712; CYP2C9 Supersomes, luciferin-H conversion, luminescence; inhibition, % at 5 µM; 96,000 compounds, 20% hits; AID 777;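 active = blocking of liver enzyme CYP2C9 beyond about 50% at 5 µM, limit read from the data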; note: values of inactives mirror those of a sister screen read the other way
# CYP2C19 act: activators of human cytochrome P450 2C19. AID 1025. 96,000 tested, under 10 active. activation factor at 5 µM. P33261. recombinant CYP2C19, luciferin-H EGE luminescence; active compounds read high; 0 = fully inhibited enzyme, 1 = untreated enzyme;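 active = activation factor of at least 2 at 5 µM in the primary screen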;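 note: 0 = wells with 2.5 mM tranylcypromine and 1 = vehicle-only wells; values of inactives mirror those of a sister screen read the other way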
# The depositor's hits bear a star; . = not tested or not shown; & = joins results of further samples; ! = not confirmed by another sample.
1	Cc1cc(C(=O)OCC(=O)c2c(N)n(C)c(=O)n(C)c2=O)c(C)n1-c1ccccc1
2	Cc1ccccc1C(=O)N1CCN(c2ccc([N+](=O)[O-])c(NCc3ccco3)c2)CC1
3	O=C(NCc1cccs1)C1CCN(c2nc3ccccc3o2)CC1
4	Cc1cccc(N(CC(N)=O)S(C)(=O)=O)c1C
5	CCCCNCC(=O)Nc1ccc(NC(=O)CNCCCC)cc1
6	O=C(NCC(=O)N(c1ccc(F)cc1)C(C(=O)NCC1CCCO1)c1ccccc1)c1ccco1 (centres undefined)
7	COc1cccc(OCc2nnc(SCC(=O)NCc3ccco3)n2C)c1
8	O=C(CSc1ccc(Cl)cc1)NCC1CCCO1 (centres undefined)
Assay by compound,1,2,3,4,5,6,7,8
PTK2B oligo ant,0.4,-2.4,0.65,-0.4,-0.86,-0.01,0.45,0.65
CYP2C19 inh,14,21,9,-5,1,20,0,37
CD11b adhes enh,0,-2,-6,-2,.,2,.,-1
Mac1 fbg inh,-2,-4,-12,12,.,3,.,-31
PLAP act,0.8,1,1,1,1.3,1.6,1.1,0.9
MT1-MMP txn act,1.1,.,1.2,1,1,1.1,1.1,1.1
CYP2C9 act,0.6,0.7,0.7,1,0.9,1.1,1,0.8
CYP2C9 inhib,36,34,26,-2,13,-14,-4,22
CYP2C19 act,0.9,0.8,0.9,1,1,0.8,1,0.6

9	O=C(CSc1nnc(-c2ccncc2)o1)Nc1ccccc1Cl
10	CC(=O)Nc1ccc(S(=O)(=O)Oc2cccc(N3C(=O)C4CC=CCC4C3=O)c2)cc1 (centres undefined)
11	COc1ccc(CNc2cc(C)ccc2C)c(OC)c1OC
12	CN1CCN(C(=O)c2cc3c(n(-c4ccccc4)c2=O)CC(C)(C)CC3=O)CC1
13	Nc1nnnn1CC(=O)OCc1cccc(Br)c1
14	CCOC(=O)Cn1c(-c2nonc2NC(=O)c2ccccc2F)nc2ccccc21
15	O=C(O)c1ccc(-n2nc(C(F)(F)F)c3c2CCCC3)cc1
16	CC(=O)c1ccc(NC(=O)C2CC(c3ccc(F)cc3)=NO2)cc1 (centres undefined)
Assay by compound,9,10,11,12,13,14,15,16
PTK2B oligo ant,0.73,-1,0.79,1.6,0.23,-2.5,0.13,0.13
CYP2C19 inh,90*,43,38,-17,36,50,-2,8
CD11b adhes enh,5,2,-2,-2,0,24,-3,6
Mac1 fbg inh,-5,6,-38,25,-17,-14,4,7
PLAP act,0.9,1,1.1,1.2,1,1.7,1.5,0.9
MT1-MMP txn act,1.3,.,1.1,1.1,1.1,.,.,1.3
CYP2C9 act,0.8,0.4,0.9,1.1,2.6*,0.1,1.1,0.9
CYP2C9 inhib,17,59*,6,-9,-160,92*,-7,12
CYP2C19 act,0.1,0.6,0.6,1.2,0.6,0.5,1,0.9

17	COC(=O)c1cc(Cl)c(N)cc1OC
18	CCN=C1SC(C(=O)Nc2ccc(Cl)c(Cl)c2)CC(=O)N1CC (centres undefined)
19	O=C(Nc1nccs1)C1CCN(S(=O)(=O)c2ccc(Cl)c(C(F)(F)F)c2)CC1
20	c1ccc2c(CNn3cnnc3)cccc2c1
21	c1ccc(Nc2nc(-c3cccnc3)cs2)nc1
22	CN1CCN(CCC(=O)Nc2ccc(F)c(F)c2)CC1
23	CC(C)C(OC(=O)c1cc2sccc2n1C)C(=O)NCC1CCCO1 (centres undefined)
24	Cc1ccc2c(c1)N(CCC(=O)NCc1cccnc1)C(=O)CO2
Assay by compound,17,18,19,20,21,22,23,24
PTK2B oligo ant,1.1,-0.33,-0.19,0.09,0.41,0.87,1.3,-0.24
CYP2C19 inh,11,42,36,26,11,7,56*,44
CD11b adhes enh,-4,-9,-2,-1,.,0,-5,4
Mac1 fbg inh,2,-14,-14,-26,.,-3,3,1
PLAP act,0.8,0.9,0.9,1,1.1,0.9,1.3,1
MT1-MMP txn act,1.2,1.1,1.1,1,1.8,.,1.1,1.2
CYP2C9 act,1.3,0.8,1.5,1,1.1,1.1,0.6,0.8
CYP2C9 inhib,-35,16,-46,-2,-5,-10,43,20
CYP2C19 act,0.9,0.6,0.6,0.7,0.9,0.9,0.4,0.6

# By substructure: the entries above containing a thiophene ring, fused or not (two)
3	O=C(NCc1cccs1)C1CCN(c2nc3ccccc3o2)CC1
23	CC(C)C(OC(=O)c1cc2sccc2n1C)C(=O)NCC1CCCO1 (centres undefined)
Assay by compound,3,23
PTK2B oligo ant,0.65,1.3
CYP2C19 inh,9,56*
CD11b adhes enh,-6,-5
Mac1 fbg inh,-12,3
PLAP act,1,1.3
MT1-MMP txn act,1.2,1.1
CYP2C9 act,0.7,0.6
CYP2C9 inhib,26,43
CYP2C19 act,0.9,0.4

# New compounds follow:
25	CN(C)c1oc(-c2ccccc2Cl)nc1S(=O)(=O)c1ccccc1
26	O=C(NC(=O)c1ccc(Cl)c(Cl)c1)OC1CCS(=O)(=O)C1 (centres undefined)
27	COC(=O)C1=C(C)N=C2SCCC(=O)N2C1/C=C/c1ccccc1 (centres undefined)
28	COc1cccc(CNC(=O)c2ccccc2N)c1
29	CC1CCN(c2ccccc2NC(=O)c2ccc(F)cc2)CC1
30	Cc1cccc(/C=N\Nc2cn[nH]c(=O)c2Cl)c1
31	O=C(CN1C(=O)NC2(CCCc3ccccc32)C1=O)N1CCc2ccccc2C1 (centres undefined)
32	CCOC(=O)N1CCC(NC(=O)C2CCN(S(=O)(=O)N3CCC(C)CC3)CC2)CC1
Assay by compound,25,26,27,28,29,30,31,32
PTK2B oligo ant,.,1,0.2,0.42,-0.05,-0.56,-0.83,0.31
CYP2C19 inh,79*,-14,35,78*,7,40,54*,4
CD11b adhes enh,1,-4,-4,-2,1,.,3,-1
Mac1 fbg inh,-4,-1,10,4,-17,.,1,-1
PLAP act,0.9,1,1.2,0.9,0.6,0.9,1.5,1.5
MT1-MMP txn act,1.2,1.1,1,.,.,.,1,1.1
CYP2C9 act,1.4,1.2,0.7,0.9,0.8,0.8,0.4,0.8
CYP2C9 inhib,-44,-16,28,9,22,20,59*,21
CYP2C19 act,0.2,1.1,0.7,0.2,0.9,0.6,0.5,1

# 2 of the compounds above, with each value named:
(27) COC(=O)C1=C(C)N=C2SCCC(=O)N2C1/C=C/c1ccccc1 (centres undefined)
  PTK2B oligo ant: 0.2	CYP2C19 inh: 35	CD11b adhes enh: -4	Mac1 fbg inh: 10	PLAP act: 1.2	MT1-MMP txn act: 1	CYP2C9 act: 0.7	CYP2C9 inhib: 28	CYP2C19 act: 0.7

(25) CN(C)c1oc(-c2ccccc2Cl)nc1S(=O)(=O)c1ccccc1
  PTK2B oligo ant: .	CYP2C19 inh: 79*	CD11b adhes enh: 1	Mac1 fbg inh: -4	PLAP act: 0.9	MT1-MMP txn act: 1.2	CYP2C9 act: 1.4	CYP2C9 inhib: -44	CYP2C19 act: 0.2

# (next part)
33	CCOC(=O)N1CCN(C(=O)Cn2ncn3nc(-c4cccs4)cc3c2=O)CC1
34	COc1cccc(Nc2nc3ccccc3nc2NS(=O)(=O)c2cccs2)c1
35	COc1ccc(C(=O)Cn2nnc(-c3ccc(N4CCOCC4)cc3)n2)cc1OC
36	O=C(NCC1CCCO1)Nc1ccc(Cl)cc1 (centres undefined)
37	COc1ccc(Nc2ncc(C(=O)N3CCN(c4ccc(F)cc4)CC3)c3ccccc23)cc1
38	CCOc1ccc(Cn2c(SCCCCC#N)nc3c2c(=O)n(C)c(=O)n3C)cc1OCC
39	Cc1cc2cc(CNC(=O)CC(C)C)ccc2n1C
40	CCCCn1c(C)cc(C)c(S(=O)(=O)c2ccccc2C)c1=O
Assay by compound,33,34,35,36,37,38,39,40
PTK2B oligo ant,0.92,-1.9,-1.1,0.38,-0.82,-0.4,-0.97,-1.5
CYP2C19 inh,-4,1,-8,11,61*,20,38,53*
CD11b adhes enh,.,.,1,4,.,-2,.,2
Mac1 fbg inh,.,.,-9,0,.,7,.,17
PLAP act,1.2,0.9,1,1.1,1.3,1.4,1,0.7
MT1-MMP txn act,1.1,1.2,1.1,.,1.1,1.1,1.1,1.2
CYP2C9 act,1.1,0.8,1.1,1,0.3,0.7,1.1,0.6
CYP2C9 inhib,-14,17,-6,2,66*,31,-7,41
CYP2C19 act,1,1,1.1,0.9,0.4,0.8,0.6,0.5

41	COc1cc2c(cc1OC)C(c1cccs1)CC(=O)N2 (centres undefined)
42	C=CCN1CN(S(=O)(=O)c2cccs2)c2nc3ccccc3nc21
43	O=[N+]([O-])c1cc(S(=O)(=O)N2CCCC2)ccc1N/N=C/c1cccs1
44	CCCS(=O)(=O)N1CCC(C(=O)NCc2ccccc2Cl)CC1
45	COc1ccc(C2=C(CN(C)C)C(c3ccccc3)c3ccccc3O2)cc1 (centres undefined)
46	OC1CCN(c2c3c(nc4cc(-c5ccc(F)cc5)nn24)CCC3)CC1
47	CC1(C)CC(=O)c2cnc(NC(=O)c3ccco3)nc2C1
48	Cc1nn(Cc2ccccc2)c2sc(C(=O)N3CCN(Cc4ccc5c(c4)OCO5)CC3)cc12
Assay by compound,41,42,43,44,45,46,47,48
PTK2B oligo ant,-0.03,0.21,0.69,-0.32,-0.13,-0.11,2.4,-0.03
CYP2C19 inh,-10,63*,11,-2,68*!,7,3,39
CD11b adhes enh,4,0,-3,-2,-4&2,2,2,6
Mac1 fbg inh,-10,-7,-7,3,-28&0,-8,-6,14
PLAP act,0.9,1,0.6,0.9,1.5&1.5,0.8,1,1.7
MT1-MMP txn act,1.1,1.2,1.1,0.9,.,1.1,1.4,.
CYP2C9 act,1,0.8,0.9,1.6,0.2&0.7,0.5,0.9,0.3
CYP2C9 inhib,4,17,11,-60,77*!,49,6,67*
CYP2C19 act,1.1,0.4,0.9,1,0.3&0.8,0.9,1,0.6

49	Cc1ccc(S(=O)(=O)c2nc(-c3ccccc3)oc2NCc2cccnc2)cc1
50	O=C(Nc1ncc(Cc2ccccc2)s1)C1COc2ccccc2O1 (centres undefined)
51	Cc1cc(C)c(NC(=O)CN2C(=O)NC3(CCCCC3)C2=O)c(Cl)c1
52	CC(C)(C)Cc1nnc(NS(=O)(=O)c2ccc(F)cc2)s1
53	CCCCNC(=O)Cn1c(=O)n(C)c2ccccc21
54	O=C(c1ccc(C#CC2(O)CCCCC2)cc1)N1CCN(Cc2ccccc2)CC1
55	Clc1ccc(Oc2cccc(/C=N/n3cnnc3)c2)cc1
56	O=C(CSc1ncnc2c1oc1ccccc12)Nc1nc2ccccc2s1
57	COc1ccccc1C(=O)N1CCN=C1SCc1cccnc1
58	Cc1cc(C)nc(N2CCC(C(=O)NCc3cccc(C(F)(F)F)c3)CC2)n1
59	Cc1cc(C)c2nc(N3CCC(C(=O)N4CCN(c5ncccn5)CC4)CC3)sc2c1
Assay by compound,49,50,51,52,53,54,55,56,57,58,59
PTK2B oligo ant,-1.7,-0.83,-0.14,0.98,.,-0.72,0.3,.,0.11,0.05,0.49
CYP2C19 inh,77*,5,12,10,-3,23,91*,16,88*,-1,-14
CD11b adhes enh,-2,-2,1,-2,-3,0,2,8,-3,0,3
Mac1 fbg inh,7,4,-11,-3,-13,-8,-8,-5,-27,-9,-17
PLAP act,1.5,1.2,1,1.3,1,1.3,1.1,1.5,0.9,0.9,1.6
MT1-MMP txn act,1.2,1.7,1,1.2,1.1,1.1,1.2,.,1.2,1.1,1.1
CYP2C9 act,0.3,1,1.1,0.7,1.1,0.7,0.3,0.2,0.4,1.6,1
CYP2C9 inhib,73*,1,-7,33,-7,33,66*,77*,58*,-58,4
CYP2C19 act,0.2,0.9,0.9,0.9,1,0.8,0.1,0.8,0.1,1,1.1

# Bioassay records: PubChem, Sanford-Burnham Center for Chemical Genomics
